PfHsp40 rescue: rescue of PfHsp40-mediated yeast toxicity | growth rescue, % at 12.5 µM | S. cerevisiae expressing PfHsp40, growth rescue, ATP luminescence | AID 504582 | 0.68% of 340,000 active; in the data active means growth rescue above about 28%, passing the limit was not always enough;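 further: yeast W303a lacking pdr1 and pdr3 grown in galactose medium; growth measured after three days at 30 °C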
SSB-PriA inh: blocks PriA binding to SSB C-terminal tail | inhibition, % at 33 µM | 0.6% of 430,000 active | AlphaScreen SSBct-PriA binding, biotinylated peptide; in the data active means inhibition mostly above about 37%, no sharp cut-off; inactive means mostly below about 20%;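 further: plate controls were negative control peptide for no effect and reference peptide for full effect; strong numbers were not always called active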
Y pestis TopoI: inhibitors of Yersinia pestis topoisomerase I; Y. pestis Topo-I cleavage product accumulation, plate reader; activity, % at 10 µM; AID 504884; 0.064% of 360,000 active; in the data active means activity above about 50%, passing the limit was not always enough; further: inactives centre near 2
DUSP3 inh: blocks human VHR1 dual specificity phosphatase. 0.52% of 290,000 active. inhibition, % at 13.3 µM. P51452. recombinant VHR phosphatase, pNPP absorbance. AID 1654; in the data active means inhibition above about 50%; further: some compounds called inactive have numbers as strong as hits
MazF activator: activators of E. coli MazEF toxin-antitoxin RNase | P0AE70 | FAM/BHQ RNA-DNA oligo cleavage fluorescence, 5 h | activation, % at 20 µM | 0.32% of 350,000 active; in the data active means activation above about 50%
TcdB GH inh: blocks C. difficile toxin B glycohydrolase activity; AID 652162; 0.24% of 350,000 active; P18177; TcdB glycohydrolase enzymatic assay, plate reader; inhibition, % at 9.99 µM; in the data active means inhibition above about 10%
Anthrax LF prot: blocks Bacillus anthracis lethal factor protease; inhibition, % at 10 µM; P15917; multiplex microsphere protease cleavage assay, LF; 0.12% of 360,000 active; in the data active means inhibition above about 30%; further: plate controls were buffer without enzyme for full effect and enzyme alone for no effect
BH1578 lux ind: induces V. cholerae light production without autoinducers; activation, % at 18.7 µM; V. cholerae BH1578 lux reporter, luminescence, 6 h; 0.16% of 350,000 active; AID 588436; in the data active means activation mostly above about 9.7%, no sharp cut-off; further: not every result past the cut was called active; inactives centre near 0; reference of the scale not given here
SARS 3CLpro inh: SARS-CoV 3CLpro protease inhibition; AID 1706; 0.14% of 290,000 active; P0C6X7; inhibition, % at 6 µM; recombinant SARS-CoV 3CLpro, quenched FRET peptide cleavage; in the data active means inhibition above about 12%
Rv3671c inh: Rv3671c (M. tuberculosis) protease inhibition; P9WHR9; inhibition, % at 5.96 µM; 0.048% of 320,000 active; AID 2606; in the data active means inhibition above about 38%;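 further: extracellular domain of Rv3671c used as enzyme; 0% = enzyme with DMSO and 100% = no enzyme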
* marks the source's active call; other numbers are inactive results; i = inactive; . = not tested or not shown; & = joins results of further samples. Some of the compounds tested; rates above refer to the full screens.

cpd	Molecule	PfHsp40 rescue	SSB-PriA inh	Y pestis TopoI	DUSP3 inh	MazF activator	TcdB GH inh	Anthrax LF prot	BH1578 lux ind	SARS 3CLpro inh	Rv3671c inh
1	Cc1cc(Br)c(OCc2ccc(C(=O)N/N=C3\CC4CC=CC34)cc2)c(Br)c1 (stereo not given)	-1.0	.	15	7	-8	.	-1	-0.2	3	-14
2	C/C(=N\OC(=O)Nc1ccccc1)c1ccc(C)cc1	-0.9	.	8	.	5	1.2	-6	-0.3	.	-1
3	CC(OC(=O)c1ccccc1N1C(=O)C2C3CCC(C3)C2C1=O)C(=O)c1ccccc1 (stereo not given)	2.0	5	5	1	-4	.	-2	0.9	2	4
4	COc1cc(/C=C/C(=O)NNc2c(F)c(F)cc(F)c2F)ccc1OC(F)F	2.3	-9	-7	18	-7	.	-1	0.7	4	-7
5	O=c1c2c(O)cc(O)cc2oc2c(O)ccc(O[C@H]3O[C@@H](CO)[C@H](O)[C@@H](O)[C@@H]3O)c12	1.2	-4	1	.	8	-1.5	5	-0.2	.	5
6	O=C(COC(=O)c1ccccc1SCC(=O)N1CCCC1)Nc1ccccc1OC(F)F	0.9	-12	16	.	3	-3.8	0	i	.	0
7	CCCCn1c(N)c(N(CCC(C)C)C(=O)c2cc(S(=O)(=O)N3CCOCC3)ccc2F)c(=O)[nH]c1=O	0.0	-8	1	.	1	0.9	9	-2.5	.	-5
8	COc1ccc([C@H]2CC(=O)C=C(c3cccc4c3Oc3ccccc3S4)C2)cc1OC	-1.2	7	30	.	-7	-0.6	-5	-0.4	.	-13
9	COc1ccccc1CNC(=O)N1CCN(S(=O)(=O)c2ccc(C)cc2)CC1	0.2	6	7	-12	7	0.4	0	-0.3	-2	9
10	CC(=O)O[C@H]1C(=O)[C@@]2(C)C([C@H](OC(=O)c3ccccc3)[C@]3(O)C[C@H](OC(=O)[C@H](O)[C@@H](NC(=O)Cc4ccccc4)c4ccccc4)C(C)=C1C3(C)C)[C@]1(OC(C)=O)CO[C@@H]1C[C@@H]2O (stereo not given in full)	0.7	-12	25	29	11	2.5	4	-0.5	3	4
11	Cc1c(C(=O)N2CCCCC2)sc(NC(=O)c2ccco2)c1C#N	15	1	-3	26	2	.	-6	.	-4	-3
12	CCOC(=O)c1cc(C)sc1NC(=O)CSc1nccn1C	-0.8	24	14	2	4	0.9	-3	-0.2	-3	-4
13	CCOCCCNC(=O)C(c1ccc(Cl)cc1)N(Cc1ccc2c(c1)OCO2)C(=O)CNC(C)=O (stereo not given)	0.2	-1	13	33	2	-0.2	-2	-2.3	0	5
14	O=C(Nc1cccnc1Cl)c1ccc(Cl)cc1	8.5	-17	25	25	7	0.5	.	-2.3	-2	-8
15	CCC(=O)N1CCc2cc(S(=O)(=O)N3CCc4ccccc43)ccc21	0.2	-9	0	-15	28	.	0	-0.5	-5	4

Shown in transposed form: eleven of the compounds above
1	Cc1cc(Br)c(OCc2ccc(C(=O)N/N=C3\CC4CC=CC34)cc2)c(Br)c1 (stereo not given)
2	C/C(=N\OC(=O)Nc1ccccc1)c1ccc(C)cc1
3	CC(OC(=O)c1ccccc1N1C(=O)C2C3CCC(C3)C2C1=O)C(=O)c1ccccc1 (stereo not given)
4	COc1cc(/C=C/C(=O)NNc2c(F)c(F)cc(F)c2F)ccc1OC(F)F
5	O=c1c2c(O)cc(O)cc2oc2c(O)ccc(O[C@H]3O[C@@H](CO)[C@H](O)[C@@H](O)[C@@H]3O)c12
6	O=C(COC(=O)c1ccccc1SCC(=O)N1CCCC1)Nc1ccccc1OC(F)F
7	CCCCn1c(N)c(N(CCC(C)C)C(=O)c2cc(S(=O)(=O)N3CCOCC3)ccc2F)c(=O)[nH]c1=O
8	COc1ccc([C@H]2CC(=O)C=C(c3cccc4c3Oc3ccccc3S4)C2)cc1OC
9	COc1ccccc1CNC(=O)N1CCN(S(=O)(=O)c2ccc(C)cc2)CC1
10	CC(=O)O[C@H]1C(=O)[C@@]2(C)C([C@H](OC(=O)c3ccccc3)[C@]3(O)C[C@H](OC(=O)[C@H](O)[C@@H](NC(=O)Cc4ccccc4)c4ccccc4)C(C)=C1C3(C)C)[C@]1(OC(C)=O)CO[C@@H]1C[C@@H]2O (stereo not given in full)

compound no.	1	2	3	4	5	6	7	8	9	10
PfHsp40 rescue	-1.0	-0.9	2.0	2.3	1.2	0.9	0.0	-1.2	0.2	0.7
SSB-PriA inh	.	.	5	-9	-4	-12	-8	7	6	-12
Y pestis TopoI	15	8	5	-7	1	16	1	30	7	25
DUSP3 inh	7	.	1	18	.	.	.	.	-12	29
MazF activator	-8	5	-4	-7	8	3	1	-7	7	11
TcdB GH inh	.	1.2	.	.	-1.5	-3.8	0.9	-0.6	0.4	2.5
Anthrax LF prot	-1	-6	-2	-1	5	0	9	-5	0	4
BH1578 lux ind	-0.2	-0.3	0.9	0.7	-0.2	i	-2.5	-0.4	-0.3	-0.5
SARS 3CLpro inh	3	.	2	4	.	.	.	.	-2	3
Rv3671c inh	-14	-1	4	-7	5	0	-5	-13	9	4

11	Cc1c(C(=O)N2CCCCC2)sc(NC(=O)c2ccco2)c1C#N

compound no.	11
PfHsp40 rescue	15
SSB-PriA inh	1
Y pestis TopoI	-3
DUSP3 inh	26
MazF activator	2
TcdB GH inh	.
Anthrax LF prot	-6
BH1578 lux ind	.
SARS 3CLpro inh	-4
Rv3671c inh	-3

3 entries from above, sorted by formula weight, ascending.
cpd	Molecule	PfHsp40 rescue	SSB-PriA inh	Y pestis TopoI	DUSP3 inh	MazF activator	TcdB GH inh	Anthrax LF prot	BH1578 lux ind	SARS 3CLpro inh	Rv3671c inh
15	CCC(=O)N1CCc2cc(S(=O)(=O)N3CCc4ccccc43)ccc21	0.2	-9	0	-15	28	.	0	-0.5	-5	4
3	CC(OC(=O)c1ccccc1N1C(=O)C2C3CCC(C3)C2C1=O)C(=O)c1ccccc1 (stereo not given)	2.0	5	5	1	-4	.	-2	0.9	2	4
13	CCOCCCNC(=O)C(c1ccc(Cl)cc1)N(Cc1ccc2c(c1)OCO2)C(=O)CNC(C)=O (stereo not given)	0.2	-1	13	33	2	-0.2	-2	-2.3	0	5

(more compounds)
cpd	Molecule	PfHsp40 rescue	SSB-PriA inh	Y pestis TopoI	DUSP3 inh	MazF activator	TcdB GH inh	Anthrax LF prot	BH1578 lux ind	SARS 3CLpro inh	Rv3671c inh
16	Cc1ccc(NC(=O)CSc2ncccn2)cc1S(=O)(=O)N1CCCCC1	.	-7	6	.	-2	-5.5	8	i	.	-12
17	COc1cc2c(cc1OC)C(c1ccccc1C)CC(=O)N2 (stereo not given)	-1.0	-8	9	33	5	1.7	-10	i	-1	5
18	Cc1ccc(C)c(S(=O)(=O)Nc2ccc(C(=O)N3CCC3)cc2)c1	0.1	-6	5	.	-7	0.6	-3	-0.7	.	1
19	Cc1nn(C)c(C)c1NC(=O)CSc1nc(-c2ccccc2Cl)nc2c1cnn2-c1ccccc1	-0.2	-17	23	14	-26	.	-1	0.8	2	-4
20	C[C@H]1CN([C@@H](C)CO)C(=O)CCCn2nncc2CO[C@H]1CN(C)C(=O)Nc1ccc2c(c1)OCO2	.	.	1	.	8	0.5&-0.3	-2	-0.4	.	.
21	CCC(=NCc1ccco1)c1c(O)n(-c2ccc(Cl)cc2)c(=O)[nH]c1=O	-0.6	1	2	24	4	0.5	5	-0.2	2	1
22	O=C1[C@@H]2Cc3c([nH]c4ccccc34)CN2C(=O)CN1CCCCCO	-1.1	-3	-1	27	-8	0.4	2	1.8	1	-9
23	CCN(CC)CCCOC(=O)C(OC)(c1ccccc1)c1ccccc1	-2.5	1	2	-17	1	1.4	-3	i	1	-2
24	CC(=O)N1CCN(c2ccc(S(=O)(=O)N3CCCCC3)cn2)CC1	-0.1	-8	3	25	2	.	2	i	-10	4
25	O=C(NNS(=O)(=O)c1ccc(C(F)(F)F)cc1)c1cnn(-c2ccccc2)c1C(F)(F)F	5.3	-3	10	22	-2	-0.9	-5	-0.5	3	4
26	Cc1ccc(S(=O)(=O)N2CCC(C(=O)NC3CC3)CC2)cc1	0.2	-11	2	17	5	-3.7	-6	i	1	-1
27	COC(=O)c1c(-c2cc(C)ccc2C)csc1NC(=O)C1CC=CCC1C(=O)O (stereo not given)	0.5	-2	12	26	0	0.3	-2	-0.4	7	-1
28	COc1ccccc1OC(C)C(=O)O (stereo not given)	0.5	-21	2	6	8	.	0	i	1	2
29	CCOCCn1c(=NC(=O)/C=C/c2ccccc2Cl)sc2cc(NC(C)=O)ccc21	-0.8	-16	18	-8	-5	.	-1	3.4	-4	-8
30	CN(C)CCN(C(=O)c1ccc2ccccc2c1)c1nc2ccc(Br)cc2s1	1.6	4&8	14	-12	-23	3.0	-2	-0.9	7	6
31	O=C(CCC1COc2ccccc2O1)NCc1ccccc1 (stereo not given)	1.4	0	0	8	0	.	11	-0.3	5	-2
32	O=S(=O)(/C=C/c1ccccc1)N1CCNCC1	0.4	3	1	46	3	0.0	1	-0.1	-2	2
33	Cn1nnnc1NCc1ccc(Cl)c(Cl)c1	-1.3	1	-4	39	3	0.3	-1	i	-1	8
34	Cn1c(SCC(=O)c2ccc3c(c2)Cc2ccccc2-3)nnc1-c1ccccc1	1.2	2	35	83	38	.	2	i	-6	0
35	CCOc1ccc(N=Cc2ccc3ccccc3c2)cc1	-1.1	-2	1	20	-1	4.2	-15	i	-2	-1
36	CCOc1cc(CNCCN2CCOCC2)ccc1OCc1ccccc1Cl	-0.3	6	-2	16	6	-4.1	-4	-0.4	5	7
37	O=C(NC(=S)Nc1ccccc1CO)C1CCCCC1	-0.4	1	9	.	7	-1.3	0	i	.	4
38	CC(=O)Nc1ccc(S(=O)(=O)NCCN2CCNC2=O)cc1Cl	-0.8	4	5	12	9	1.7	-2	i	1	-4
39	COc1ccc(C(=O)n2nnc3ccccc32)cc1OC	-0.2	-6	3	12	13	-0.2	0	-0.3	0	2
40	CCCCOc1ccc(N2CC(C(=O)NCc3ccco3)CC2=O)cc1 (stereo not given)	-1.0	0	9	31	1	0.6	0	-0.3	4	3
41	O=c1cc2c(nn1Cc1ccc(F)cc1)-c1ccccc1CC2	1.1	-2	0	31	-5	0.3	-3	.	2	0
42	Cc1ccc(CN2CCNC(=O)C2CC(=O)N(C)C2CCOCC2)cc1 (stereo not given)	-1.7	1	5	-7	-19	0.0	7	i	0	-12
43	Cn1c(=O)c2c(nc(SCC(=O)N3c4ccccc4CCc4ccccc43)n2C)n(C)c1=O	-0.8	-2	3	10	11	.	-4	i	1	.
44	CCOC(=O)C1CCN(S(=O)(=O)c2cn(C)c(C)n2)CC1	2.9	-7	7	5	7	1.2	-1	-0.6	2	2
45	CC(NC(=O)c1ccccc1Br)c1ccc2c(c1)CCCC2 (stereo not given)	-0.8	-20	-3	33	5	.	1	-2.8	9	-1
46	O=C(Cc1ccccc1)N[C@@H]1c2ccccc2CC[C@@H]1OCc1ccccc1	-0.5	5	13	.	-2	1.6	6	-1.9	.	.
47	CC1=CN2C(=NC(=O)CC2(C)C(=O)N(CC(=O)NC2CCCC2)c2ccccc2C)C=C1 (stereo not given)	1.0	3	-3	9	9	.	-8	-3.3	-4	-5
48	COc1ccc(CC(=O)Nc2cccc(-c3nnc(-c4cccc(C)c4)o3)c2)cc1OC	0.3	-11	15	-1	1	0.9	-2	.	-1	-122
49	CN(C)S(=O)(=O)c1ccc(C(=O)N2CCC(c3nc4ccccc4o3)CC2)cc1	-0.7	-15	4	-6	2	.	0	-7.5	5	0
50	C/C(=N\NC(=O)CCC(=O)Nc1ccccc1)c1cccs1	0.4	.	0	7	3	-0.1	2	-0.3	-2	0
51	O=C(O)C1CCN(C(=O)Cc2ccccc2)CC1	-0.6	-11	7	19	6	1.1	3	-0.2	2	4
52	O=C(CSc1ncccc1-c1nc2ccccc2[nH]1)N1CCN(c2ccccc2F)CC1	1.0	-4	33	3	-3	.	-4	i	1	-7

From PubChem BioAssay
